SUMO1-SIM PPI: modulators of human SUMO1-mediated protein-protein interactions; SUMO1 binding to a labelled peptide, TR-FRET, 1 h; inhibition, % at 20 µM; hit rate 0.33% among 360,000; in the data active means inhibition above about 37%
NadD inh: inhibitors of Staphylococcus aureus NadD; purified NadD enzyme, colorimetric absorbance read-out; inhibition, % at 20 µM; hit rate 0.78% among 360,000; AID 602399; in the data active means inhibition above about 26%; further: some compounds past the cut are filed as inactive
STEP inh: inhibitors of human striatal-enriched phosphatase STEP | inhibition, % at 20 µM | hit rate 0.25% among 360,000 | P54829 | recombinant STEP, OMFP fluorogenic substrate, fluorescence;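 active means inhibition at 20 µM, scaled per plate between control wells, above about 37%, limit read from the data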;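 further: 0% = DMSO with enzyme and substrate and 100% = substrate only without enzyme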
Target sequence (P54829 whole entry, looked up): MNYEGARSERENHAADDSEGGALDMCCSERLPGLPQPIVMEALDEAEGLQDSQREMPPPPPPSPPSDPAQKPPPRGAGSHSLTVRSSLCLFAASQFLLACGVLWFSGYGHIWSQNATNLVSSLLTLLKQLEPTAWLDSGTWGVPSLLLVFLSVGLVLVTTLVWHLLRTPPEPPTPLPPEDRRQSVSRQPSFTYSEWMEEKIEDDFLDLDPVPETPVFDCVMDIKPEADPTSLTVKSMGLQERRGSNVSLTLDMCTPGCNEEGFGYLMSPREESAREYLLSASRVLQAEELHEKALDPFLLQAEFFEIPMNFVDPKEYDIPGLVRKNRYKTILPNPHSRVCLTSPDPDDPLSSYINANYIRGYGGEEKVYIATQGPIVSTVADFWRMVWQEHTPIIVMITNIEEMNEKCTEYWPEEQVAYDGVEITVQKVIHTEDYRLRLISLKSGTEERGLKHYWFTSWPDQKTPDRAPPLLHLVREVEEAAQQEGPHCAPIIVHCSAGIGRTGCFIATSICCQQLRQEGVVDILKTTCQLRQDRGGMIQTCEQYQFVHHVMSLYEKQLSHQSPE
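Material: STEP (striatal-enriched tyrosine phosphatase) enzyme, cell-free; Compound dosing: 20 µM single dose in 1% DMSO; Technique: fluorescence read at 480 nm ex / 540 nm em; Times: reaction 20 min, ambient temperature; Medium: 50 mM Bis-Tris pH 6.0 with 2.5 mM DTT and 0.005% Tween 20; Also added: OMFP at 25 µM.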
DNMT1 inh: DNMT1 (human) enzyme inhibition; DNMT1 molecular beacon, Hinp1I cleavage, fluorescence; inhibition (reported as % activation of signal), % at 10 µM; hit rate 0.83% among 360,000; AID 588458; in the data active means inhibition above about 50%
CSN deneddyl inh: inhibitors of human CSN-mediated cullin deneddylation | Q92905 | Purified CSN, SCF-Nedd8-OG deneddylation, fluorescence polarization | inhibition, % at 12.5 µM | hit rate 0.38% among 360,000 | AID 651999;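 active means pattern-corrected inhibition above about 35%, with an unprinted fluorescence ratio check between 0.5 and 1.5, limit read from the data, passing the limit was not always enough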;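 further: 0% = enzyme with substrate and 100% = substrate without enzyme; some results filed as inactive read as strong as hits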
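Schedule: reaction 90 min, room temperature / Assay system: HEK293T-derived human Csn5 enzyme / Input: Csn5 at 0.24 nM final / Measure: inhibition of Csn5 cleavage, % / Control set: substrate-only high control, full reaction low control / Technique: fluorescence polarization of the substrate / Buffer or medium: Tris/NaCl/DTT buffer, pH 7.5 / Reagent: SCFSkp2-Nedd8OG substrate at 10 nM final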
TbMetRS inhib: blocks T. brucei methionyl-tRNA synthetase activity | purified T. brucei MetRS, ATP depletion, Kinase-Glo luminescence | inhibition, % at 11.9 µM | hit rate 0.4% among 360,000;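 active means inhibition above a per-plate cutoff of the control wells' mean inhibition plus 3 SD, cut at about 5.5% in these data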;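 further: 0% = DMSO wells median and 100% = median of wells with control inhibitor compound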
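assay system = parasite MetRS enzyme | timing = 15 min preincubation, 2 h reaction, all 25 °C | evaluation = percent inhibition relative to median high and low control wells | medium = HEPES buffer containing pyrophosphatase, BSA, spermine, DTT | compound = single dose, 11.9 µM final nominal, 0.9% final DMSO | detection = Kinase-Glo luminescence, ATP depletion format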
Rpn11 inh: blocks the human proteasome subunit Rpn11; human 26S proteasome, Ub4-pepOG fluorescence polarization; 20S core pre-blocked with epoxomicin; AID 588493; hit rate 0.59% among 360,000; calls only at 20 µM; O00487;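 active means inhibition at 20 µM, scaled to each plate's controls, above about 33%, limit read from the data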
MsrA inh: bovine MsrA inhibition; hit rate 0.75% among 360,000; inhibition, % at 15.5 µM; purified bovine MsrA, absorbance read-out; in the data active means inhibition above about 4.5%;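 further: 0% = vehicle wells with enzyme and 100% = reference inhibitor wells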
LMPTP inh: blocks human LMPTP phosphatase. AID 651560. P24666. hit rate 0.22% among 360,000. inhibition, % at 20 µM. recombinant LMPTP-A, OMFP fluorogenic substrate, fluorescence intensity;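 active means compounds that cut the enzyme signal by at least half of the control window in the single-dose screen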;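 further: plate controls were DMSO wells with enzyme plus substrate for no effect and substrate without enzyme for full effect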
Target sequence (P24666 whole entry, looked up): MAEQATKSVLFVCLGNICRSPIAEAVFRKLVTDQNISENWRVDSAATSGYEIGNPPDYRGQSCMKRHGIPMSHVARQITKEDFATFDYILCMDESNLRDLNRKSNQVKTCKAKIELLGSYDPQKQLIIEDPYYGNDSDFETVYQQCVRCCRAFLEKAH
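Buffer or medium: Bis-Tris pH 6.0, DTT, detergent; Assay system: LMPTP-A enzyme; Quantity: 0.625 nM enzyme; Detection: endpoint fluorescence intensity; Times: 50 min dark incubation at room temperature; Controls: substrate-only low control, DMSO enzyme-plus-substrate high control; Doses: single 20 µM dose; Read-out: percent inhibition versus substrate-only and uninhibited controls; Reagent: 400 µM OMFP.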
Scp1 inh: blocks human Scp-1 phosphatase activity | Q9GZU7 | Recombinant Scp1, phosphopeptide, malachite green phosphate absorbance | inhibition, % at 20 µM | hit rate 0.88% among 340,000 | AID 493091;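 active means inhibition above about 50% at 20 µM, limit read from the data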;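 further: plate controls were DMSO wells with enzyme for no effect and wells lacking enzyme for full effect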
Target sequence (Q9GZU7 76-261 limits assumed): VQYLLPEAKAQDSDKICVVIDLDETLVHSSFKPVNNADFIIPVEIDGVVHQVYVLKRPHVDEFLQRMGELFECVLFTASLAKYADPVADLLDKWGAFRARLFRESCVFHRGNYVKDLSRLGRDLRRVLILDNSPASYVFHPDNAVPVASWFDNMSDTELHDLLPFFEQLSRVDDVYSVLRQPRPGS
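Material: truncated SCP-1 phosphatase (76-261aa) / Buffer or medium: 50 mM Tris acetate pH 5.5, 0.005% Tween-20, 10 mM MgCl2 / Compound dosing: one concentration, 20 µM, with 1.0% DMSO / Incubation: 45 min room-temperature reaction, 5 min colour, 30 min stabiliser / Detection: colorimetric free-phosphate detection, absorbance 630 nm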
* marks the source's active call; other numbers are inactive results; i = inactive; · = not tested or not shown.

SUMO1-SIM PPI,NadD inh,STEP inh,DNMT1 inh,CSN deneddyl inh,TbMetRS inhib,Rpn11 inh,MsrA inh,LMPTP inh,Scp1 inh,compound
0,-3,0,0,1,0.7,i,1.6,-1.2,-8,COc1ccccc1CCC(=O)NNC(=O)c1ccc(Br)cc1
-3,-11,0,-5,6,-0.4,i,0.7,-0.1,1,CCOC(=O)c1ccc(NC(=O)COc2ccc(CNCCO)cc2OCC)cc1
-19,-1,0,0,1,-0.4,i,1.1,-1.6,-3,CCCONC(=O)Nc1ccccc1[N+](=O)[O-]
2,8,2,-5,2,-0.8,i,0.6,-0.8,4,O=C(CS(=O)(=O)c1cn(Cc2ccc(F)cc2)c2ccccc12)N1CCCCC1
-3,27,3,7,2,-0.9,i,0.1,1.3,-1,Cc1cc2c(N=NC(=O)C3CC3c3ccccc3)c(O)[nH]c2cc1Br (stereo not drawn)
-3,4,1,2,-5,-0.4,i,0.5,-1.3,-5,CCc1ccccc1NC(=O)CN1CCN(C(=O)CCC(=O)N2CCC(c3ccccc3)=N2)CC1
5,0,3,8,-2,-0.3,i,-0.3,1.0,11,COc1ccc(/C=C/C(=O)O)cc1S(=O)(=O)N1CCC(Cc2ccccc2)CC1
11,-9,1,-1,-1,0.4,i,1.7,0.1,-11,CCN(c1ccc(OC)cc1)S(=O)(=O)c1nnc(NC(=O)COc2ccccc2)s1
5,-1,2,2,-4,-0.1,i,0.4,-0.6,-2,O=C(Cn1ncc2c([nH]c3ccccc32)c1=O)N1CCN(c2ccc(F)cc2)CC1
-32,-2,1,1,3,-0.8,i,2.0,1.6,-1,COc1ccc(CCNC(=O)c2cnc3ccccc3n2)cc1
1,-1,-2,2,3,0.8,i,-0.1,-0.7,-6,CCn1nc(C)c([N+](=O)[O-])c1C(=O)NNC(=O)c1ccccc1Cl
-4,3,2,16,0,0.4,i,-0.9,-1.8,-3,O=C(NCc1ccccc1Cl)NC(=O)c1csc([N+](=O)[O-])c1
0,5,0,0,-3,-1.1,i,0.7,-0.1,-9,CCCC(C(=O)NCC1CCCO1)N(Cc1ccco1)C(=O)CNS(=O)(=O)c1ccc(F)cc1 (stereo not drawn)
-5,1,0,0,-1,-0.2,i,0.3,-1.2,-2,COc1ccc(C(=O)c2ccccc2)c(OCC(=O)NC2CC2)c1
-3,-6,-4,-5,1,-0.3,i,0.9,-0.4,-3,COc1ccc(C2C(=O)N(CCc3ccccc3)CC(=O)N2C2CCCC2)cc1 (stereo not drawn)
-3,0,-1,-2,3,-0.2,i,2.3,0.9,-7,Nn1c(SCC(=O)NC2CCS(=O)(=O)C2)nnc1-c1ccco1 (stereo not drawn)
-3,2,2,-2,-3,-1.4,i,0.4,0.0,-3,CC(C)Oc1ccccc1C1Nc2ccccc2C(=O)N1c1ccc2c(c1)OCCO2 (stereo not drawn)
4,-2,-4,1,3,-1.8,i,0.3,-1.1,-4,COc1cccc(Cn2c(NCc3cccnc3)nc3c2c(=O)n(C)c(=O)n3C)c1
0,2,3,-8,1,0.0,i,2.0,0.8,2,O=C(Cn1c(C(=O)N2CCN(C3CCCCC3)CC2)cc2sccc21)c1ccccc1
-1,0,1,4,-1,0.0,i,0.9,-0.9,-4,Cc1nc(Cl)sc1C(=O)Nc1ccccc1
-6,-4,2,3,-15,-0.5,i,0.7,-1.5,-11,Cc1nc2ccc([N+](=O)[O-])cc2[nH]1
2,-1,2,-1,3,-1.4,i,-0.9,-2.2,1,COc1ccc(CN2C(=O)CCC(C(=O)O)C2c2ccccc2)cc1 (stereo not drawn)
1,4,2,0,0,-0.5,i,0.0,0.1,48,CCOCCc1nn2c(=O)cc(CSCC(=O)Nc3cc(C)cc(C)c3)nc2s1
1,1,8,-1,-7,-0.5,i,-0.1,2.3,-6,O=C(OCCN1CCN(c2ncc(C(F)(F)F)cc2Cl)CC1)c1ccc(F)cc1
1,-6,7,1,-1,0.3,i,-0.6,1.9,-9,Cc1noc(C)c1S(=O)(=O)N1CCC(Cc2ccccc2)CC1

Record cards, from the list above. Screens in order: SUMO1-SIM PPI | NadD inh | STEP inh | DNMT1 inh | CSN deneddyl inh | TbMetRS inhib | Rpn11 inh | MsrA inh | LMPTP inh | Scp1 inh
`COc1ccc(CN2C(=O)CCC(C(=O)O)C2c2ccccc2)cc1` (stereo not drawn) is listed with 2 | -1 | 2 | -1 | 3 | -1.4 | i | -0.9 | -2.2 | 1
`O=C(OCCN1CCN(c2ncc(C(F)(F)F)cc2Cl)CC1)c1ccc(F)cc1` is listed with 1 | 1 | 8 | -1 | -7 | -0.5 | i | -0.1 | 2.3 | -6
`COc1ccc(CCNC(=O)c2cnc3ccccc3n2)cc1` is listed with -32 | -2 | 1 | 1 | 3 | -0.8 | i | 2.0 | 1.6 | -1

A different layout for part of the listing above.
Under each structure: SUMO1-SIM PPI	NadD inh	STEP inh	DNMT1 inh	CSN deneddyl inh	TbMetRS inhib	Rpn11 inh	MsrA inh	LMPTP inh	Scp1 inh
CCc1ccccc1NC(=O)CN1CCN(C(=O)CCC(=O)N2CCC(c3ccccc3)=N2)CC1
  -3	4	1	2	-5	-0.4	i	0.5	-1.3	-5
COc1ccc(/C=C/C(=O)O)cc1S(=O)(=O)N1CCC(Cc2ccccc2)CC1
  5	0	3	8	-2	-0.3	i	-0.3	1.0	11
CCN(c1ccc(OC)cc1)S(=O)(=O)c1nnc(NC(=O)COc2ccccc2)s1
  11	-9	1	-1	-1	0.4	i	1.7	0.1	-11

Continuation.
SUMO1-SIM PPI,NadD inh,STEP inh,DNMT1 inh,CSN deneddyl inh,TbMetRS inhib,Rpn11 inh,MsrA inh,LMPTP inh,Scp1 inh,compound
-4,-7,-2,0,-2,0.4,i,0.8,-1.3,-2,COc1ccc2c(C)c(C(=O)NCC(C)O)oc2c1OC (stereo not drawn)
0,-1,-3,2,4,-0.6,i,-1.1,-0.7,-6,CCCN(C(=O)c1cc(S(=O)(=O)N(C)c2ccccc2OC)ccc1C)C1CCS(=O)(=O)C1 (stereo not drawn)
2,2,0,3,3,-0.8,i,1.1,-0.4,3,COc1ccc(/C=N\NC(=O)CCN2CCN(c3ccccc3)CC2)cc1OC
0,-4,2,-1,27,0.0,i,-0.5,-2.4,-9,C=CCn1c(SCC(=O)NC2CCS(=O)(=O)C2)nnc1-c1ccncc1 (stereo not drawn)
-1,-8,0,0,-4,-1.8,i,2.5,4.3,-3,COc1cccc(NC(=O)CN(c2cccc(OC)c2)S(C)(=O)=O)c1
2,2,6,19,0,-0.5,i,-0.2,5.8,-5,Cc1cc(OCC(=O)Nc2sc3c(c2C#N)CC(C)(C)NC3(C)C)c(C(C)C)cc1Cl
-2,-3,-1,-2,4,0.8,i,0.3,0.2,-9,COc1ccc(C(=O)NC(=S)NCc2ccco2)cc1
6,6,-2,7,8,-0.2,i,4.3,-1.5,2,O=C(Nc1ccon1)c1cnc2sccn2c1=O
2,-4,0,-2,0,-0.4,i,0.1,-1.0,6,Nn1c(SCC(=O)NC2CCS(=O)(=O)C2)nc2scc(-c3ccccc3)c2c1=O (stereo not drawn)
-15,5,1,-2,5,-0.1,i,1.0,0.4,-6,NC(N)=Nc1nc2cc([N+](=O)[O-])ccc2o1
0,-4,4,-7,-5,-0.8,i,-0.1,2.1,·,COc1ccc(Br)c(Cn2c(C)c(C(=O)NCc3ccc4c(c3)OCCO4)sc2=O)c1
-7,-1,0,-3,5,0.1,i,2.2,3.2,3,CCN1/C(=C/C(=S)Nc2ccccc2)Sc2ccccc21
6,2,-4,-2,-5,-0.1,i,0.0,0.3,9,COC(=O)[C@@]1(Cc2ccccc2)[C@H]2C(=O)N(C)C(=O)[C@H]2[C@H]2CN=C(SCc3ccc(Cl)cc3)N21
-2,2,7,-5,-1,-0.9,i,-0.7,0.1,9,COc1ccc(/C=N/n2c(-c3n[nH]c4c3CCC4)n[nH]c2=S)c(OC)c1OC
1,0,0,2,4,0.0,i,-0.8,0.9,-10,Cc1cc(Br)ccc1NC(=S)N1CCOCC1
-8,-4,2,-4,3,0.1,i,·,1.3,-8,CSc1ccc(C2N=C(c3ccccc3)NO2)cc1 (stereo not drawn)
-5,-3,-1,-2,6,-0.8,i,1.7,-0.3,-1,Cc1cc(NC(=O)c2cnn3cccnc23)n(-c2ccccc2)n1
-59,2,-1,-15,-11,0.4,i,0.5,-0.8,-14,CN=C(C[N+](=O)[O-])NCCSCc1ccc(CN(C)C)o1
-1,-4,-1,-2,1,0.1,i,0.0,-1.5,-6,O=C(NCc1ccccn1)c1ccc(Cl)cc1Cl
-1,-3,4,1,-10,-1.0,i,-0.1,-2.7,-5,Cc1cccc(C)c1NC(=O)C(=O)NCCCN1CCOCC1
0,39*,1,-16,-16,-0.2,i,0.6,-0.2,-3,CN(C)S(=O)(=O)c1cc(NC(=O)CN2CCc3ccccc32)ccc1Cl
-12,12,3,3,4,0.1,i,3.0,4.0,-4,COC(=O)c1ccc(C2/C(=C(/O)c3ccc4c(c3)CC(C)O4)C(=O)C(=O)N2Cc2ccncc2)cc1 (stereo not drawn)

Source: PubChem (several laboratories)
